# Source: PubChem (NMMLSC)
# Bcl-B Bim block: inhibitors of Bim-Bcl-B binding, primary screen, biochemical, multiplexed, human Bcl-2 family. Bcl-2-like protein 10 (Homo sapiens), Q9HD36. bead-based flow cytometry, Bim peptide-Bcl-B binding. inhibition, % at 10 µM. 190,000 tested, 0.073% active. AID 951, 2007;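 also: 0% = tracer peptide without compound and 100% = reference inhibitor peptide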
# Target sequence (Q9HD36 whole entry, looked up): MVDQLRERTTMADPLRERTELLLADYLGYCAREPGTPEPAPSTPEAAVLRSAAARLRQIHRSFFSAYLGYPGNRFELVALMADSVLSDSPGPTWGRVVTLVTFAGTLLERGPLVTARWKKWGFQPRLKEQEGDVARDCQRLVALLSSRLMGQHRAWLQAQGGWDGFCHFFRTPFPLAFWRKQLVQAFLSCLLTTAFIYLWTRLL
# Bim-Bcl-2: inhibitors of Bim-Bcl-2 binding, primary screen, biochemical, multiplexed, human Bcl-2 family; AID 950, 2007; inhibition, % at 10 µM; 190,000 tested, 0.06% active; Bead-based flow cytometry, Bim peptide-Bcl-2 binding; in the data active = inhibition above about 40%; inconclusive = no clear call, values can overlap the other calls;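 also: 0% = no compound wells with probe peptide and 100% = reference peptide inhibitor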
# Target sequence (P10415 whole entry, looked up): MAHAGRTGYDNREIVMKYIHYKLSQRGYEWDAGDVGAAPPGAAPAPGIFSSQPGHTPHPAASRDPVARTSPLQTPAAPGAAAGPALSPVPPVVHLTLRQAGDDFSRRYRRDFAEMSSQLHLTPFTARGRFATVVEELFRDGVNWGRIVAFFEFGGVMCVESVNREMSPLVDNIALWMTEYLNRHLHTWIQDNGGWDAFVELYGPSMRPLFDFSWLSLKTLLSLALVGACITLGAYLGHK
# ABCG2 inh: ABCG2 efflux pump inhibitors, primary screen, multiplex with ABCB1, IgMXP3 cells, flow cytometry; JC-1 efflux; 190,000 tested, 0.1% active; inhibition, % at 6.6 µM; AID 1325, 2008; Broad substrate specificity ATP-binding cassette transporter ABCG2 (Homo sapiens), Q9UNQ0;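 active = inhibition above 80%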;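 also: 0% = DMSO and 100% = nicardipine control wells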
#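 Measure – % inhibition of efflux relative to nicardipine and DMSO · Test system – ABCG2 IgMXP3 and barcoded ABCB1 CCRF-Adr cell mix · Control set – nicardipine as high control, DMSO as low control · Compound – one concentration, 6.6 µM final · Signal – flow cytometry of retained JC-1 fluorescence · Timing – 10 min exposure at 25 °C with rotation, no wash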
# GSH bead fluor: compound fluorescence on glutathione beads, profiling panel, artefact control, biophysical, 488/530 nm, flow cytometry; GSH beads flow cytometry, compound fluorescence 488/530 nm; hits give high values; AID 1776, 2009; fluorescence (KMESF) at 10 µM; 190,000 tested, 0.25% active; in the data active = fluorescence above about 89;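 also: glutathione beads carrying GST-tagged Bcl family fusion proteins plus one bare bead set; values are compound well signal with DMSO vehicle wells as background; inactives centre near 16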
# Bim-Bcl-XL: inhibitors of Bim-Bcl-XL binding, primary screen, biochemical, multiplexed, bead flow cytometry, human Bcl-XL; Bim peptide-Bcl-XL binding, fluorescence; Bcl-2-like protein 1 (Homo sapiens), Q07817; 190,000 tested, 0.04% active; inhibition, % at 10 µM; AID 1007, 2008
# RGS8-Gao: RGS8-Galphao binding modulators, primary screen, biochemical, multiplexed bead flow cytometry; Guanine nucleotide-binding protein G(o) subunit alpha (Homo sapiens), P09471; actives lie on both sides; response (percent of control binding), % at 10 µM; 220,000 tested, 0.34% active; AID 1423, 2008; in the data active = response below about 60% or above about 140%; inactive = in between;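 also: Galphao activated as the GDP aluminium fluoride complex binding bead-coupled RGS8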
# Target sequence (P09471 whole entry, looked up): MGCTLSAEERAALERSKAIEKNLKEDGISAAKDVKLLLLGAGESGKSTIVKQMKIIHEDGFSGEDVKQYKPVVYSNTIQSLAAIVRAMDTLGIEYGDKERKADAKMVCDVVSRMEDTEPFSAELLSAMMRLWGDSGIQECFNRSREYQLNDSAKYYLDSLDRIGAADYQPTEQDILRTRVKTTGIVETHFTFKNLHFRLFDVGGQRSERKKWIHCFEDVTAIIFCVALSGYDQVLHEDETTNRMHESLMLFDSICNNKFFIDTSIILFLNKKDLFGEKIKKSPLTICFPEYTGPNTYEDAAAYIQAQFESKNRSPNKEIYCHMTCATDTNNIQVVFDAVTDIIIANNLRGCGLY
# Bfl-1 Bim block: inhibitors of Bim binding to Bfl-1, primary screen, biochemical, multiplexed, bead-based flow cytometry. Bcl-2-related protein A1 (Homo sapiens), Q16548. inhibition, % at 10 µM. 190,000 tested, 0.12% active. Bim-Bfl-1 binding inhibition. AID 1008, 2008;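 also: 0% = wells without compound plus tracer and 100% = blocker peptide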
# RGS4-Gao reg: modulators of RGS4 binding to Galphao, primary screen, biochemical, multiplexed bead flow cytometry. actives lie on both sides. binding response (% of control), % at 10 µM. 220,000 tested, 0.33% active; in the data active = binding response below about 49% or above about 150%; inactive = in between;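 also: fluorescent Galphao activated with aluminum fluoride binding bead-coupled RGS4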
# RGS7-Gao: RGS7-Galphao binding modulators, primary screen, biochemical, multiplexed bead flow cytometry; Guanine nucleotide-binding protein G(o) subunit alpha (Homo sapiens), P09471; actives lie on both sides; binding response (% of control), % at 10 µM; 220,000 tested, 0.35% active; in the data active = binding response below about 49% or above about 150%; inconclusive = no clear call, values can overlap the other calls; inactive = in between;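 also: fluorescent Galphao held in activated GDP-AlF4 state binding bead-coupled RGS7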
# Bim-Bcl-W: inhibitors of Bim binding to Bcl-W, primary screen, biochemical, multiplexed, bead-based flow cytometry. 190,000 tested, 0.02% active. inhibition, % at 10 µM. AID 952, 2007. Bim peptide-Bcl-W binding;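 also: 0% = bound tracer without compound and 100% = peptide blocker; higher means less fluorescent Bim peptide bound to Bcl-W beads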
# Target sequence (Q92843 whole entry, looked up): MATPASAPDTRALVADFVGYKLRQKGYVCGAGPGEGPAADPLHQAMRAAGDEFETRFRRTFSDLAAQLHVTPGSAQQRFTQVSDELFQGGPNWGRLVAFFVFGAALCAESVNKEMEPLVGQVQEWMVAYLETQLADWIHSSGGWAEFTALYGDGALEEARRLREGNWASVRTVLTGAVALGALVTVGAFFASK
# ABCB1 block: ABCB1 efflux pump inhibitors, primary screen, cell-based, multiplex, flow cytometry, ABCG2 counter-screen. ATP-dependent translocase ABCB1 (Homo sapiens), P08183. CCRF-Adr cells, JC-1 efflux. inhibition, % at 6.6 µM. 190,000 tested, 0.067% active; in the data active = inhibition above about 40%;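 also: 0% = vehicle and 100% = reference inhibitor; higher value means more JC-1 retained so stronger ABCB1 efflux block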
# The depositor's hits bear a star; ? = inconclusive. Rule as the data show it, unless noted: active = inhibition above about 40%.
SMILES,Bcl-B Bim block,Bim-Bcl-2,ABCG2 inh,GSH bead fluor,Bim-Bcl-XL,RGS8-Gao,Bfl-1 Bim block,RGS4-Gao reg,RGS7-Gao,Bim-Bcl-W,ABCB1 block
CCCCOc1ccc(C2C(=O)N(C3CCCCC3)CC(=O)N2CC2CCCO2)cc1 (configuration not stated),-5,-7,7,15,0,99,-7,103,100,2,6.3
CCC(=O)N=c1sc2c(C)cc(C)cc2n1CC(=O)OC,-5,-4,3,16,-4,99,-12,103,101,-2,0.8
COc1cc2nc(CCc3ccccc3)oc(=O)c2cc1OC,-6,0,4,8,-13,103,-4,102,106,-9,0.8
CCn1c(SCC(=O)N2CCOCC2)nc2c(c1=O)SC(C)C2 (configuration not stated),-7,-4,15,29,-3,101,-15,102,100,1,0.9
COC(=O)c1ccccc1NC(=O)CN1CCN(C(=O)c2ccco2)CC1,-7,-2,1,15,-2,103,-7,99,99,-3,0.4
Cc1ccc(Cn2c(=O)sc3ccccc3c2=O)cc1,-1,-1,2,20,0,99,1,93,95,2,-0.1
CN1CCN(C(=O)c2ccc3ccccc3c2)CC1,-5,-8,0,28,-4,100,-11,103,100,0,0.0
COc1ccc(N(C(=O)CNC(=O)c2cccs2)C(C(=O)NCC2CCCO2)c2ccccc2)cc1OC (configuration not stated),-4,-2,2,12,-4,103,-6,102,102,-4,0.7
Cc1cc(-c2n[nH]c(=S)n2/N=C/c2sccc2C)n[nH]1,-27,-7,4,15,-18,102,-15,99,100,-9,0.2
Nc1cc(S(=O)(=O)N2CCCCC2)ccc1Oc1ccccc1,-4,0,8,14,-3,100,-5,100,?,-2,0.4
Cc1ccc(SC(C)C(=O)N2CCC(C(N)=O)CC2)cc1 (configuration not stated),-5,-4,0,9,-4,104,-10,105,93,-1,0.0
CC(=O)Nc1ccc(S(=O)(=O)NCCSCc2ccccc2Cl)cc1,5,7,7,9,2,115,10,103,99,3,0.6
COc1ccc(OC)c(C(C)NC(=O)Nc2cccc(C(C)=O)c2)c1 (configuration not stated),-1,-1,7,12,0,94,-2,91,90,-3,0.0
CC#CCCCC(=O)Nc1cccc(C(=O)O)c1,0,-1,1,17,0,100,2,102,100,-1,0.3
CN(Cc1ccccc1)c1nc2c(c(=O)[nH]c(=O)n2C)n1Cc1ccccc1,-5,-4,4,25,0,98,-8,94,102,0,1.1
COc1ccc(Nc2cc(C)nc3nc(C)nn23)c(OC)c1,-2,2,23,16,-2,106,1,110,104,2,1.2
Cc1cc(C(=O)NCCCC(=O)O)c(C)o1,0,-4,3,71,-1,126,0,125,114,-1,0.4
Cc1nc2nc(SCC(=O)N3CCOCC3)nn2c(C)c1Cc1ccccc1,-7,-9,2,11,-3,100,-10,98,98,1,0.4
O=C(/C=N/O)NCc1cccnc1,-7,-4,0,24,-3,103,-14,102,103,-2,0.1
COc1ccc(-c2csc(Nc3ccccc3)n2)cc1,-8,-2,3,21,-3,100,-2,104,?,0,-0.1
COc1ccc2cc3cc(C(=O)Nc4ccc5c(c4)OCO5)oc3nc2c1,-2,0,-1,14,-1,94,-1,88,91,-1,-0.3
O=C(/C=C/c1ccccc1Cl)c1ccccc(=O)c1O,2,42*,-3,4,31,103,54*,105,101,38,-0.7
Cc1cccc(NC(=S)NC(=O)c2cc(-c3ccccc3)nc3ccccc23)c1,0,-4,5,17,-2,99,0,98,98,-2,1.0
O=C(O)c1cccc(NC(=S)N/N=C/c2ccccn2)c1,5,0,1,12,0,101,2,103,?,-3,0.1
O=S(=O)(Cc1ccccc1Cl)NCc1ccccc1,-1,-1,6,11,1,100,-4,102,102,1,0.1
O=S(=O)(c1cc(Cl)ccc1Cl)N1CCN(Cc2ccc3c(c2)OCO3)CC1,-9,-8,3,14,-10,103,-8,101,99,-5,0.8
O=C(O)c1ccnc(SCC(=O)c2ccccc2)c1,-15,1,0,10,-4,104,3,104,107,0,0.0
O=C(Cn1c(=O)n(Cc2ccco2)c(=O)c2c3c(sc21)CCCCC3)Nc1ccccc1,0,-4,2,12,2,98,0,91,91,2,0.5
Cc1ccc(NC(=O)N2CCN(C/C=C/c3ccccc3)CC2)cc1,0,-5,2,20,-4,101,-3,98,101,0,0.1
O=C(CCl)Nc1ccc(N2CCCCCC2)cc1,-6,-2,4,25,0,103,-1,100,103,4,0.6

# Sorted by the number under RGS4-Gao reg (lowest first): 6 of the compounds above.
structure	RGS4-Gao reg
COc1ccc2cc3cc(C(=O)Nc4ccc5c(c4)OCO5)oc3nc2c1	88
Cc1cccc(NC(=S)NC(=O)c2cc(-c3ccccc3)nc3ccccc23)c1	98
O=S(=O)(c1cc(Cl)ccc1Cl)N1CCN(Cc2ccc3c(c2)OCO3)CC1	101
COc1ccc(N(C(=O)CNC(=O)c2cccs2)C(C(=O)NCC2CCCO2)c2ccccc2)cc1OC (configuration not stated)	102
CCCCOc1ccc(C2C(=O)N(C3CCCCC3)CC(=O)N2CC2CCCO2)cc1 (configuration not stated)	103
COc1ccc(Nc2cc(C)nc3nc(C)nn23)c(OC)c1	110

# More structures.
SMILES,Bcl-B Bim block,Bim-Bcl-2,ABCG2 inh,GSH bead fluor,Bim-Bcl-XL,RGS8-Gao,Bfl-1 Bim block,RGS4-Gao reg,RGS7-Gao,Bim-Bcl-W,ABCB1 block
O=C(O)CCCC(=O)N1CCN(C(c2ccccc2)c2ccccc2)CC1,-6,-2,-1,13,-5,110,-2,109,107,-4,0.0
Cc1c(CCOC(=O)c2ccccc2)sc[n+]1Cc1ccccc1,-12,-4,4,8,-6,106,-3,110,103,-6,0.4
C=CCNC(=S)NNC(=O)C(CCCC)CC(C)(C)O (configuration not stated),-22,3,5,17,-9,99,0,95,95,-9,0.2
N#CC1(Nc2ccccc2)C(=O)Nc2ccccc21 (configuration not stated),0,3,2,12,0,108,0,113,112,-1,0.5
COc1cccc(OCC(=O)O/N=C(\N)c2ccc(OC)c(OC)c2)c1,-8,-7,1,10,-6,99,-9,101,102,0,-0.6
Fc1cccc(CN2CCN(C(=S)NCCc3ccccc3)CC2)c1,-7,-1,14,10,-4,100,-1,99,100,1,1.8
O=C(NCc1cccs1)C(=O)c1c[nH]c2ccccc12,-8,-7,1,11,-3,98,-6,102,100,-6,-0.2
O=C(/C=C/c1ccc(Cl)c([N+](=O)[O-])c1)Nc1ccc(N2CCCC2)c(Cl)c1,-13,-5,-9,10,-9,100,-9,98,99,-3,-1.4
Cn1c(=O)c2c(nc(NCc3ccco3)n2CCc2ccccc2)n(C)c1=O,-4,1,10,7,-4,101,-3,114,99,-1,1.8
CC(=O)N1c2ccccc2NC2=C(C(=O)CCC2)C1c1ccco1 (configuration not stated),0,0,4,15,0,93,4,92,82,-6,1.0
COc1ccc2cc(C(c3nnnn3C(C)(C)C)N3CCc4ccccc4C3)c(=O)[nH]c2c1 (configuration not stated),-4,-3,4,27,-2,99,-4,103,102,-3,1.8
Cc1cccc(Cn2c(Sc3nc(C)cs3)nc3c2c(=O)[nH]c(=O)n3C)c1,-9,-10,17,22,-4,100,-16,98,98,-2,1.9
COc1ccc2c(c1)c(=O)oc1cc(OCC(=O)N3CCc4ccccc4C3)ccc12,-9,-13,11,22,-3,97,-19,93,88,-3,2.0
Cc1nc(C(=O)Nc2cccc(Cl)c2)nn1-c1cc(OC(C)C)c(Cl)cc1Cl,-6,-9,1,33,-17,99,-11,96,98,-2,0.4
Cn1c(=O)n(C)c2cc(S(=O)(=O)Nc3ccccc3O)ccc21,-1,-2,2,23,0,102,-3,102,103,0,0.3

# Entries of single compounds as entered above.
# `O=C(NCc1cccs1)C(=O)c1c[nH]c2ccccc12` in the list: Bcl-B Bim block: -8; Bim-Bcl-2: -7; ABCG2 inh: 1; GSH bead fluor: 11; Bim-Bcl-XL: -3; RGS8-Gao: 98; Bfl-1 Bim block: -6; RGS4-Gao reg: 102; RGS7-Gao: 100; Bim-Bcl-W: -6; ABCB1 block: -0.2
# `O=C(/C=C/c1ccc(Cl)c([N+](=O)[O-])c1)Nc1ccc(N2CCCC2)c(Cl)c1` in the list: Bcl-B Bim block: -13; Bim-Bcl-2: -5; ABCG2 inh: -9; GSH bead fluor: 10; Bim-Bcl-XL: -9; RGS8-Gao: 100; Bfl-1 Bim block: -9; RGS4-Gao reg: 98; RGS7-Gao: 99; Bim-Bcl-W: -3; ABCB1 block: -1.4

# Next compounds
SMILES,Bcl-B Bim block,Bim-Bcl-2,ABCG2 inh,GSH bead fluor,Bim-Bcl-XL,RGS8-Gao,Bfl-1 Bim block,RGS4-Gao reg,RGS7-Gao,Bim-Bcl-W,ABCB1 block
COc1ccc(C(=O)N2CCOCC2)cc1S(=O)(=O)N1CCCc2ccccc21,-1,-2,5,11,-3,100,-4,101,101,-4,0.7
Cc1nc2c(Br)cc(Br)cc2cc1O,-8,-10,1,10,-3,99,-9,103,106,4,0.3
C=CCC(C(=O)c1ccccc1)[N+](C)(C)CC=C (configuration not stated),-1,-1,1,23,-4,105,-5,104,105,-2,0.2
FC(F)(F)c1nnc2sc(-c3ccncc3)nn12,-7,-10,6,27,9,100,-14,104,104,2,0.6
COc1ccc2cc(C(=O)N/N=C/c3sc4ccccc4c3O)ccc2c1,-6,-2,-13,12,-5,93,-1,95,93,-2,-0.4
O=P(O)(O)c1ccccc1OCCCCCOc1ccccc1P(=O)(O)O,-13,-10,0,32,-8,103,-13,102,103,-2,0.3
